# M. tuberculosis: growth inhibition of non-replicating M. tuberculosis (AID 488890); Mycobacterium tuberculosis non-replicating, growth inhibition; higher % means a stronger effect; inhibition, % at 25 µM; hits with a dose series show IC50 in µM; actives 0.39% (n = 320,000); in the data active = a potency from the dose series; inconclusive = inhibition mostly from about 82% at the one dose, without a potency; inactive = the rest, 99 in 100 with inhibition below about 76%;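 note: plate controls were DMSO cells for no effect and high antibiotic wells for full effect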
# H1N1 NS1A inhibition: H1N1 influenza NS1A inhibitors, functional cell based assay (AID 504329). NS1A functional cell-based assay, percent inhibition; higher % means a stronger effect. one-dose inhibition, % at 12.5 µM; IC50 in µM for titrated hits. actives 0.3% (n = 340,000); in the data active = a potency from the dose series; inconclusive = inhibition above about 27% without an active follow-up result; note: strong numbers were not always called active
# VEEV TC-83 Vero: inhibitors of VEEV TC-83 cytopathic effect, confirmation, Vero cells (AID 588727) | Vero cells, VEEV TC-83 cytopathic effect inhibition; higher % means a stronger effect | inhibition, % at 20 µM; hits with a dose series show IC50 in µM | actives 0.13% (n = 350,000); in the data active = a potency from the dose series; inconclusive = inhibition mostly from about 14% at the one dose, without a potency; inactive = the rest, 99 in 100 with inhibition below about 12%; note: strong numbers were not always called active
# M. tuberculosis HTS: M. tuberculosis growth inhibition, HTS (AID 449762); M. tuberculosis H37Rv growth inhibition, 7H9 media; higher % means a stronger effect; one-dose inhibition, % at 25 µM; IC50 in µM for titrated hits; actives 0.59% (n = 330,000); in the data active = a potency from the dose series; inconclusive = inhibition above about 70% without an active follow-up result;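 note: bacterial growth assessed after seven days of incubation; strong numbers were not always called active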
# PhoP GFP inhibition: PhoP regulon inhibitors, Salmonella typhi PhoP promoter GFP reporter, confirmatory (AID 1850); Salmonella Typhi PhoP-promoter GFP reporter, fluorescence, 4 h; higher % means a stronger effect; one-dose inhibition, % at 50 µM; IC50 in µM for titrated hits; actives 0.33% (n = 310,000); in the data active = a potency from the dose series; inconclusive = inhibition mostly from about 25% at the one dose, without a potency; inactive = the rest, 99 in 100 with inhibition below about 19%;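 note: 0% = induced wells with vehicle and 100% = uninduced wells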
# VEEV TC-83 Vero 10K pilot screen: recorded beside VEEV TC-83 Vero, whose call it bears; inhibition, %; measured here: 10K pilot screen inhibition
# * marks the source's active call; other numbers are inactive results; i = inactive; ? = inconclusive; · = no result given.
SMILES,M. tuberculosis,H1N1 NS1A inhibition,VEEV TC-83 Vero,M. tuberculosis HTS,PhoP GFP inhibition,others
Cc1ccc(/C=N/NC(=O)c2ccc(-n3cccc3)cc2)o1,12.2%,-8.7%,i,-5.6%,1.1%,
Cc1cc(C)c(C#N)c(SCc2[nH]nc3c2C(c2ccc(F)cc2)C(C#N)=C(N)O3)n1 (stereo not given),46.3%,4.4%,5.6%,-2.4%,17.7%,
Cc1cccc(NC(=O)c2cccc(C(=O)Nc3cccc(C)c3C)n2)c1C,2.9%,-3.1%,1.3%,8.4%,-1.6%,
O=C(Nc1ccc(O)c(C(=O)O)c1)c1ccc2c(c1)C(=O)N(CC1CCCO1)C2=O (stereo not given),0.7%,-9.7%,i,2.2%,-8.4%,
CCOC(=O)c1c(-n2cccc2)sc2c1CCCC2=O,5.3%,-0.7%,i,8.7%,-3.2%,
Cn1cnnc1SCC(=O)NNC(=O)COc1ccc(Cl)cc1,-9.6%,-1.8%,0.1%,4.0%,7.9%,
COc1cc(/C=N/NC(=O)Cc2csc(N3CCOCC3)n2)cc(OC)c1O,-14.5%,-3.7%,1.1%,-3.5%,-7.8%,
CCNc1nc(NC(C)C)nc(SCCOC(=O)c2ccccc2)n1,7.0%,-7.2%,4.9%,-7.0%,4.5%,
O=C(NN1C(=O)C2C3C=CC(C4CC34)C2C1=O)c1cccc(Cl)c1 (stereo not given),-5.8%,-1.3%,0.9%,-1.1%,-0.5%,VEEV TC-83 Vero 10K pilot screen=1.7
Cc1csc(SCC(=O)NCCc2ccc(Cl)cc2)n1,67.7%,2.9%,i,14.4%,-1.4%,
COc1ccc(N2CCN(C(=O)COC(=O)c3cnccn3)CC2)cc1,-7.4%,3.0%,0.1%,-4.8%,4.3%,
CN(CC(=O)NCCc1ccccn1)S(=O)(=O)c1ccc(Cl)cc1,-3.9%,-1.7%,0.2%,3.2%,-3.8%,
Cc1ccc(S(=O)(=O)Nc2c(C)nn(C)c2C)c(C)c1,-4.0%,-0.2%,i,2.5%,-1.1%,
O=C(NCCCNC(=O)c1ccccn1)c1cccc(F)c1,-5.8%,-0.6%,1.3%,3.8%,13.9%,
CCOC(=O)c1ccc(NC(=O)N2CCc3ccccc32)cc1,19.8%,-8.7%,i,4.1%,-8.7%,
CCS(=O)(=O)c1ncc(Cl)c(C(=O)Nc2ccc(S(=O)(=O)N3CCC(C)CC3)cc2)n1,9.7µM*,-0.5%,?,-0.1%,4.9%,
CCn1nnnc1SCC(=O)NCc1cccs1,-4.5%,-2.8%,i,-6.4%,-5.2%,
CCCn1c(N)c(C(=O)CSc2ncnc3sccc23)c(=O)n(C)c1=O,·,-0.4%,10.3%,·,·,
CC(=O)c1ccc(OCc2cc(C(=O)NC(C)CCn3cccn3)no2)cc1 (stereo not given),-10.1%,-5.8%,1.1%,1.1%,-10.3%,
O=C1C(=Cc2ccco2)C(=O)c2ccccc21,23.1%,2.9%,0.9%,6.3%,-3.5%,

# No new results follow: 2 of the compounds above.
SMILES,M. tuberculosis,H1N1 NS1A inhibition,VEEV TC-83 Vero,M. tuberculosis HTS,PhoP GFP inhibition,others
CC(=O)c1ccc(OCc2cc(C(=O)NC(C)CCn3cccn3)no2)cc1 (stereo not given),-10.1%,-5.8%,1.1%,1.1%,-10.3%,
O=C1C(=Cc2ccco2)C(=O)c2ccccc21,23.1%,2.9%,0.9%,6.3%,-3.5%,

# Continuation.
SMILES,M. tuberculosis,H1N1 NS1A inhibition,VEEV TC-83 Vero,M. tuberculosis HTS,PhoP GFP inhibition,others
O=C(c1cc2cc(Br)ccc2s1)N1CCOCC1,6.7%,-2.4%,i,6.6%,4.2%,
S=c1[nH]nc(CSCc2ccc(Cl)cc2Cl)n1-c1ccccc1,-9.8%,0.0%,i,2.1%,0.7%,
Cc1ccc(NC(=O)COC(=O)c2cc(Cl)ccc2[N+](=O)[O-])c(C)c1,17.2%,-8.2%,1.0%,5.8%,-6.7%,
CCC(C)(NC(=O)c1ccc2c(c1)OCO2)C(=O)NC1CCCCC1 (stereo not given),-8.8%,0.9%,i,-4.3%,20.3%,
Cc1cccc(C(C)C)c1NC(=O)COC(=O)c1cccc(S(=O)(=O)N2CCc3ccccc3C2)c1,3.7%,-4.4%,0.8%,11.2%,8.0%,
COc1ccccc1N(CC(=O)Nc1ccc(C(F)(F)F)cc1)S(C)(=O)=O,10.4%,-14.1%,5.8%,11.7%,6.2%,
Cc1ccc(C2(CC(=O)N3CCCC3)CCOC(C(C)C)C2)cc1 (stereo not given),10.1%,-0.6%,2.3%,-5.5%,1.6%,
CSc1n[nH]c2nc3c(c(=O)n12)C1(CCCC1)Cc1ccccc1-3,-13.4%,-2.2%,1.0%,-3.4%,2.1%,
Cc1nn(C)c(C)c1C(=O)NN,2.0%,3.9%,0.6%,3.0%,6.8%,VEEV TC-83 Vero 10K pilot screen=0.0
CC(=O)N1CCc2c(sc(NC(=O)c3ccc([N+](=O)[O-])o3)c2C#N)C1,·,-10.6%,0.4%,·,·,
Fc1ccc(C(c2nnnn2C2CCCC2)N2CCN(Cc3ccncc3)CC2)cc1 (stereo not given),3.3%,-4.8%,0.2%,-8.5%,13.6%,
O=C(N/N=C/C=C/c1ccccc1)c1ccccn1,7.93µM*,1.3%,0.8%,?,4.2%,
O=C(NC(=S)Nc1ccc(CN2CCOCC2)cc1)c1ccc([N+](=O)[O-])cc1Cl,-2.9%,-0.6%,0.4%,-0.7%,-0.7%,
O=C(Nc1cc(-c2nc3ncccc3o2)ccc1Cl)c1cccs1,-7.1%,-13.8%,11.4%,-6.0%,-15.4%,
O=C(Cc1ccc(F)cc1)N[C@@H]1c2ccccc2CC[C@@H]1O,·,-2.6%,0.7%,·,·,
O=C(/C=C/c1cc(Br)ccc1F)Nc1cccnc1,22.8%,4.3%,1.4%,4.1%,0.5%,
COCCn1c(=O)c2c(nc3n2CCCN3Cc2ccccc2)n(C)c1=O,-5.0%,-8.0%,1.1%,9.5%,2.3%,
CC(C)CC1C(C#N)=C(N)SC(N)=C1C#N,11.6%,1.0%,i,3.5%,-6.0%,
COc1ccc2cc(-c3[nH]ncc3CN3CCCC3c3nonc3C)ccc2c1 (stereo not given),75.4%,-1.5%,5.8%,3.9%,-0.4%,
COC(=O)c1sc(-c2ccc(C(C)(C)C)cc2)cc1NC(=O)CCC(=O)O,55.6%,·,4.2%,34.1%,-3.3%,
Cc1cc(C)cc(C(=O)N(Cc2ccco2)c2c(N)n(Cc3ccccc3)c(=O)[nH]c2=O)c1,30.4%,-3.5%,7.5%,-4.8%,·,
COC(=O)[C@@]1(Cc2ccc(F)cc2)[C@H]2c3cc(C(=O)N(C)C)n(Cc4nc5ccccc5[nH]4)c3C[C@H]2CN1C(=O)c1ccccc1,56.9%,·,·,?,2.8%,
COc1ccc(NCc2cccnc2)cc1,-7.0%,-24.0%,3.7%,-1.7%,-5.1%,
COc1ccc(C)cc1NC(=O)CN(C)S(=O)(=O)c1ccc2c(c1)CC(C)N2C(C)=O (stereo not given),8.8%,-2.0%,3.5%,8.7%,2.8%,
COc1cc2ccccc2cc1C(=O)NC1CCCCC1,50.2%,-3.2%,i,-5.2%,·,
CCSc1nnc(-c2ccc(Cl)cc2Cl)o1,?,-28.0%,i,?,-6.1%,
CCN1C(=O)CCCc2ccccc21,6.3%,-7.7%,0.4%,3.9%,-4.5%,
O=C(O)c1ccc(CSc2nnc(-c3ccncc3)n2CC2CCCO2)cc1 (stereo not given),-12.8%,13.2%,1.0%,0.9%,-17.6%,
CN1CCN(S(=O)(=O)c2ccc(C(=O)Nc3ccccc3)cc2)CC1,-14.4%,2.1%,2.6%,-4.0%,1.2%,
O=C(CNC(=O)c1ccc(Br)o1)NNC(=O)c1ccccc1O,-0.3%,-14.4%,2.2%,-4.6%,-4.2%,
COCCCn1c(SCC(=O)NC2CCCC2)nnc1-c1ccncc1,-6.2%,-20.2%,2.2%,0.2%,10.2%,
C[N+](C)(CCOc1ccccc1)Cc1ccccc1,·,5.0%,1.0%,·,·,
Cc1csc(=O)n1CC(=O)OCC(=O)NCc1ccccc1,-3.0%,1.7%,1.1%,-4.0%,2.6%,
COc1ccc(NC(=S)N2CCCC2)c(OC)c1,3.6%,-0.9%,0.1%,3.1%,8.1%,
Cc1ccc(SC[C@H](Cc2ccccc2)N2CC[C@@H](NC(=O)OCc3ccccc3)CCC2=O)cc1,15.8%,·,·,-3.7%,-4.3%,
COc1cc(C(=O)NCc2nnc(SCC(=O)N3CCC(C)CC3)o2)cc(OC)c1OC,-8.5%,-8.1%,i,-6.3%,2.9%,
c1ccc(CCN2CN=C(Nc3nc4ccccc4s3)NC2)cc1,-33.8%,-10.8%,i,59.9%,8.0%,
Cc1noc(C)c1C(=O)OCC(=O)C12CC3CC(CC(C3)C1)C2,-3.2%,5.7%,1.7%,1.7%,7.5%,
Cc1ccc(Oc2nc3ccccc3n3c(C)nnc23)cc1,-0.2%,0.8%,2.2%,1.0%,2.8%,
CC(=O)c1ccc(N2CCN(C(=O)c3n[nH]c4ccccc34)CC2)cc1,31.1%,5.4%,8.7%,10.6%,-19.8%,
O=C(O)CCCC(=O)Nc1ccc(N=Nc2ccccc2)cc1,15.5%,-16.7%,0.9%,-8.7%,3.7%,
CC1CCC2C(=O)N(c3ccc(C(=O)NCc4ccccc4)cc3)C(=O)C2C1 (stereo not given),0.8%,3.0%,1.1%,1.8%,-1.1%,
COc1ccc(C(=O)Oc2ccc(N(C)S(=O)(=O)c3ccccc3)cc2)cc1[N+](=O)[O-],74.3%,5.1%,2.7%,?,-6.5%,
Cc1ccc(C)c(OCC(=O)NCC(C)C)c1C,73.7%,-4.6%,i,-3.1%,-0.7%,
O=C(NCCN1CCCCC1)Nc1ccc(F)cc1F,-11.6%,-0.5%,i,1.4%,7.0%,
O=C(COC(=O)C1CCCN1C(=O)c1cccs1)Nc1ccc2c(c1)OCO2 (stereo not given),1.9%,8.4%,0.1%,-6.2%,-5.0%,
O=C(CSC1=NCCS1)Nc1ccccc1F,67.5%,10.0%,1.4%,-2.2%,-0.1%,
CC(C)N(Cc1nnc(-c2ccc(Cl)cc2)o1)C(=O)C1=COCCO1,-6.1%,-14.0%,2.2%,-8.4%,3.9%,
CC(C)NC(=O)CSc1nnc(-c2ccc3ncccc3c2)n1C,-1.6%,1.9%,i,-11.8%,13.0%,
CC(=O)c1ccccc1NC(=O)Cn1c(=O)cnc2ccccc21,15.8%,6.4%,0.1%,-0.1%,-5.1%,VEEV TC-83 Vero 10K pilot screen=0.5
CC(C)(CC1(C)NC(=O)NC1=O)OCc1ccccc1 (stereo not given),·,-18.2%,0.6%,·,·,
CCN(CCO)Cc1csc2cccc(Br)c12,-7.0%,-0.4%,0.3%,-5.8%,-4.4%,
Cc1ccc(NC(=O)CSc2nnc(CCCCCNC(=O)OC(C)(C)C)o2)c(C)c1,63.3%,-0.3%,0.8%,0.5%,-4.5%,

# Entries from the list above that have fluorine:
SMILES,M. tuberculosis,H1N1 NS1A inhibition,VEEV TC-83 Vero,M. tuberculosis HTS,PhoP GFP inhibition,others
Cc1cc(C)c(C#N)c(SCc2[nH]nc3c2C(c2ccc(F)cc2)C(C#N)=C(N)O3)n1 (stereo not given),46.3%,4.4%,5.6%,-2.4%,17.7%,
O=C(NCCCNC(=O)c1ccccn1)c1cccc(F)c1,-5.8%,-0.6%,1.3%,3.8%,13.9%,
COc1ccccc1N(CC(=O)Nc1ccc(C(F)(F)F)cc1)S(C)(=O)=O,10.4%,-14.1%,5.8%,11.7%,6.2%,
Fc1ccc(C(c2nnnn2C2CCCC2)N2CCN(Cc3ccncc3)CC2)cc1 (stereo not given),3.3%,-4.8%,0.2%,-8.5%,13.6%,
O=C(Cc1ccc(F)cc1)N[C@@H]1c2ccccc2CC[C@@H]1O,·,-2.6%,0.7%,·,·,
O=C(/C=C/c1cc(Br)ccc1F)Nc1cccnc1,22.8%,4.3%,1.4%,4.1%,0.5%,
COC(=O)[C@@]1(Cc2ccc(F)cc2)[C@H]2c3cc(C(=O)N(C)C)n(Cc4nc5ccccc5[nH]4)c3C[C@H]2CN1C(=O)c1ccccc1,56.9%,·,·,?,2.8%,
O=C(NCCN1CCCCC1)Nc1ccc(F)cc1F,-11.6%,-0.5%,i,1.4%,7.0%,
O=C(CSC1=NCCS1)Nc1ccccc1F,67.5%,10.0%,1.4%,-2.2%,-0.1%,

# High-throughput results from PubChem BioAssay.
